GRP78 ERSR act – ER stress response induction in glioma. 0.02% of 420,000 active. AID 602332. U87-MG GRP78 promoter luciferase reporter, 16 h. Potency, µM, for the others: top-dose activation, hits mostly activators; note: potency is the fitted concentration of half-maximal effect; series mostly up to about 76 µM; % of control where 0% means no effect; nearly all actives have a fitted effect of over 35% in size
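Stably transfected U87-MG human glioma cells carrying a GRP78-based luminescent sensor were seeded at 1000 cells/well, pin-dosed with compounds and incubated 16 h. Luciferase reagent was then added, and end-point luminescence was read after 10 min at room temperature.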
rTrxR1 inhibitor – rat TrxR1 inhibition. O89049. recombinant rTrxR1, NADPH fluorescence consumption, selenite substrate. Potency, µM (highest dose often 114 µM), for the others: at the top dose activity change, negative = inhibition, most hits filed as inhibitors. 1% of 390,000 active. AID 588453; note: potency is the fitted concentration of half-maximal effect; % is set by controls: 0 for no effect and ±100 for the full control effect; nearly all actives have a fitted effect of over 65% in size
Target sequence (O89049 whole entry, looked up): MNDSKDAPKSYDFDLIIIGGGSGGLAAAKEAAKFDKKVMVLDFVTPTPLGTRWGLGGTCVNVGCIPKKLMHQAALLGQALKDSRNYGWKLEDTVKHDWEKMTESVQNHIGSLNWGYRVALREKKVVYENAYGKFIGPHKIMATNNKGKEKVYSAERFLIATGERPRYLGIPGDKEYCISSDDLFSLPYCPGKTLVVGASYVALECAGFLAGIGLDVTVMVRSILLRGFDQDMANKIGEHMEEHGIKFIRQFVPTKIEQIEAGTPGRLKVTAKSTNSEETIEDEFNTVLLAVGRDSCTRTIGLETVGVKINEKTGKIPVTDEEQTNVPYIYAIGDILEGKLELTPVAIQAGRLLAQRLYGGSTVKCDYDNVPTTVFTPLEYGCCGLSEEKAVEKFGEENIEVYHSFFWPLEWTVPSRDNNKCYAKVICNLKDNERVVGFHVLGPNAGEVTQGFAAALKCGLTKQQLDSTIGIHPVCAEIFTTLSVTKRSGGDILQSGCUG
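Rat TrxR1 (90 nM in the dispensed reagent) was pre-reduced with 400 uM NADPH for 5 min at room temperature, then incubated with compound for 15 min. After 400 uM selenite was added, NADPH fluorescence (Ex 340/Em 450 nm) was followed for 8 min.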
LDHA block – inhibitors of human lactate dehydrogenase A; P00338; purified LDHA, NADH/diaphorase-resazurin fluorescence; hits give low values; activity change, % (values are at about 110 or 230 µM); 0.15% of 480,000 active; in the data active = activity change below about -30%; inconclusive = mostly about -25% to -30%;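 note: plate controls were DMSO wells for no effect and wells without enzyme for full effect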
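LDH5 2 nM; NADH 0.06 mM, pyruvate 0.2 mM; 200 mM Tris pH 7.4, EDTA, Tween-20; 5 min RT. Detection: diaphorase 0.133 mg/mL + resazurin 37 µM, fluorescence ex540/em590 at 0 and 20 min; normalized to enzyme-free and DMSO wells.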
mIDH1 inhibitor – blocks human mutant IDH1 R132H enzyme. O75874. IDH1-R132H enzyme, NADPH consumption, diaphorase/resazurin fluorescence. Potency, µM (doses to about 76.6 µM), for the others: top-dose activity change, negative = inhibition, usual class: inhibitors. 0.093% of 390,000 active. AID 602179; note: potency is the fitted concentration of half-maximal effect; % is set by controls: 0 for no effect and ±100 for the full control effect; nearly all actives have a fitted effect of over 65% in size
Target sequence (O75874 whole entry R132H, stated change not applied): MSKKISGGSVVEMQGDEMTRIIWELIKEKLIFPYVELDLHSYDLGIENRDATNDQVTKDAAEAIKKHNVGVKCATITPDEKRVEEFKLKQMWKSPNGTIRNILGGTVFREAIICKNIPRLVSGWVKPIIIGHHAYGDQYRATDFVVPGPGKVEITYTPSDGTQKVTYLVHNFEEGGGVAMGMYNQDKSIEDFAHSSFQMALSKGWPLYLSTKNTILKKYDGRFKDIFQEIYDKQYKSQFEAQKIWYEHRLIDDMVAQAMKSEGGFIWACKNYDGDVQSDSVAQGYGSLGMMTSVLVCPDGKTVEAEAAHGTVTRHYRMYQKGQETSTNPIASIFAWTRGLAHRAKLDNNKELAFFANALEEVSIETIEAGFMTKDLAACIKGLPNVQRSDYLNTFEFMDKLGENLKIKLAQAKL
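IDH1-R132H (0.5 ug/mL dispensed) in pH 7.5 Tris buffer was preincubated 30 min with compound, then given a substrate mix of 0.016 mM NADPH and 2 mM alpha-KG for 80 min at room temperature; remaining NADPH was read by diaphorase/resazurin fluorescence.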
Vif-A3G inh – inhibitors of Vif-APOBEC3G interaction; 0.076% of 410,000 active; Q9HC16; HeLa A3G-eYFP + Vif (tagged APOBEC3G with the HIV-1 protein that degrades it), YFP fluorescence, overnight; Potency, µM (highest dose often 46.1 µM), without a hit: at the highest dose activity, negative = active, hits mostly inhibitors;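 note: potency is the fitted concentration of half-maximal effect; % is set by controls: 0 for no effect and ±100 for the full control effect; nearly all actives have a fitted effect of over 60% in size; hits raise eYFP signal because A3G escapes Vif-driven loss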
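HeLa cells stably expressing Vif and C-terminally eYFP-tagged A3G, seeded overnight at 37 deg C, then exposed to compound by pintool overnight at 37 deg C. Rise in yellow fluorescence (Ex 488/Em 500-530, Acumen) marks blocked Vif-driven A3G degradation.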
RGS4 inhibitor – inhibitors of human regulator of G protein signaling 4; P49798; Transcreener GDP fluorescence polarization, RGS4-accelerated GTP hydrolysis; Potency, µM (doses to about 114 µM), for inactives: at the top dose activity change, negative = inhibition, usual class: inhibitors; AID 504845; 0.039% of 390,000 active; note: potency is the fitted concentration of half-maximal effect; % is set by controls: 0 for no effect and ±100 for the full control effect; nearly all actives have a fitted effect of over 75% in size; some results filed as inactive show a strong effect at the top dose
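MLSMR compounds (23 nl, pin-transferred) preincubated 10 min at room temperature with a 500nM (2x) first reagent, then RGS4 at 900nM (2x) plus Transcreener GDP mix added; fluorescence polarization (620/688 nm) read before and after 90 min at 30 °C.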
TrxR1 substrate – rat thioredoxin reductase 1 substrate activity; O89049; purified TrxR1 substrate turnover, NADPH consumption readout; Potency, µM (top dose mostly 114 µM), without a hit: at the highest dose activity change, negative = substrate turnover; 0.01% of 390,000 active; AID 588456; note: potency is the fitted concentration of half-maximal effect; % is set by controls: 0 for no effect and ±100 for the full control effect; nearly all actives have a fitted effect of over 50% in size
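Rat TrxR1, dispensed at 90 nM, was prereduced with 400 uM NADPH (final) for 5 min at ~22 deg C, then incubated with compound 15 min before 400 uM selenite. A first-read NADPH fluorescence drop versus no-compound background flagged substrates.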
Vif-A3F inh – blocks the Vif interaction with APOBEC3F | HeLa A3F-eYFP + Vif (tagged APOBEC3F with the HIV-1 protein that degrades it), YFP fluorescence increase | Potency, µM (titrated, usually from 46.1 µM), without a hit: at the highest dose activity, negative = active | 0.2% of 390,000 active | AID 602313; note: potency is the fitted concentration of half-maximal effect; % of control where 0% means no effect; nearly all actives have a fitted effect of over 65% in size
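Fluorescence increase (Ex 488/Em 500-530) after overnight compound treatment at 37 deg C flags inhibition of Vif-driven A3F-eYFP loss in stable HeLa A3F-eYFP/Vif cells seeded overnight beforehand.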
USP1 inh – USP1/UAF1 (human) deubiquitinase inhibition; Potency, µM (doses to about 57.1 µM), for inactives: at the top dose activity change, negative = inhibition, hits mostly inhibitors; AID 743255; recombinant USP1/UAF1, Ub-Rhodamine cleavage fluorescence; O94782; 0.23% of 390,000 active; note: potency is the fitted concentration of half-maximal effect; % is set by controls: 0 for no effect and ±100 for the full control effect; nearly all actives have a fitted effect of over 60% in size; inactives centre near -12
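High-throughput fluorogenic screen: 1nM USP1/UAF1 complex, Ub-Rho substrate 150nM final, 50mM HEPES pH 7.8 with 0.5mM EDTA, 0.1 mg/ml BSA, 1mM TCEP and 0.01% Tween-20.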
The depositor's hits bear a star; ? = inconclusive; . = not tested or not shown; [ ] = another dose, or the depositor's remark. Unless noted, calls come from the whole dose curve; as a rule, active = well fitted curve in the direction sought with a large enough effect; inconclusive = small, poorly fitted or top-dose-only effect, or another doubt; inactive = no such curve, though single readings can be large; an effect the other way counts as inactive or inconclusive. This is a subset. The share of hits here may be higher or lower than overall.

SMILES | GRP78 ERSR act | rTrxR1 inhibitor | LDHA block | mIDH1 inhibitor | Vif-A3G inh | RGS4 inhibitor | TrxR1 substrate | Vif-A3F inh | USP1 inh
CC(C)CN(C(=O)CSc1nncn1-c1ccccc1)c1c(N)n(CC(C)C)c(=O)[nH]c1=O | -3% | 1%[57.1 µM] | -2 | -2% | 0% | 9% | 6%[57.1 µM] | -14% | 1%
CCOC(=O)C1(Cc2cccc(F)c2)CCN(Cc2cnn(CC)c2)CC1 | -3% | 33%[57.1 µM] | -2 | 6% | 2% | 4% | -12%[57.1 µM] | 3% | -8%
Cc1cn(CC(=O)NCC2CCCO2)c(=O)[nH]c1=O (stereo not drawn) | -2% | 2% | -6 | -3% | 3% | -30% | -5% | 1% | 1%
O=C(Cc1cnc2ncnn2c1)N1CCc2c([nH]c3ccccc23)C1c1ccccn1 (stereo not drawn) | -1% | -9%[57.1 µM] | 2 | -6% | -4% | 25% | -5%[57.1 µM] | 4% | -7%
Cc1cc(OCc2nnc(SCC(=O)O)n2-c2ccccc2)ccc1Cl | 0% | -10% | -9 | -10% | 1% | -15% | -4% | 8% | -19%
CC1(C)C(CO)=CC(=O)C2=C1SCC(=O)N2 | -5% | -6% | 1 | -5% | -1% | -12% | -8% | 5% | -19%
C/C(=N\NC(=O)c1ccccc1NC(=O)c1ccc(Cl)cc1)c1ccncc1 | -12% | 16%[57.1 µM] | -2 | 11% | 8% | -30% | -16%[57.1 µM] | -2% | -10%
Cc1cccc(NC(=O)Cn2nnc(C(=O)NCc3cccs3)c2N)c1 | 0% | 7% | -16 | -8% | 0% | -11% | -3% | -4% | -23%
O=S(=O)(NCc1ccccn1)c1cc(Cl)ccc1Cl | 0% | 20% | -4 | -9% | 2% | 23% | 3% | -3% | -24%
CCc1ccc(C(=O)NCC2(c3ccccc3)CCOCC2)o1 | -1% | 20% | -2 | -2% | 1% | -9% | 7% | 6% | -21%
O=C(O)CCN1C(=O)C2C3c4ccccc4C(c4ccccc43)[C@@H]2C1=O (stereo partly drawn) | -3% | -15% | -3 | 5% | -13% | 34% | -14% | -12% | -3%
O=C(COc1ccc(CO)cc1Cl)Nc1ccc(F)cc1 | -13% | 11% | -8 | -3% | -1% | 5%[56.9 µM] | -1% | -4% | 1%
CCNC(=O)COC(=O)c1cc(C)nc2ccccc12 | -6% | 22%[57.1 µM] | -7 | -9% | 1% | -1% | 9%[57.1 µM] | 1% | -5%
O=C(CCn1c(=O)oc2ccccc21)Nc1cccc(Br)c1 | 1% | -9% | -3 | 7% | -3% | 1% | -11% | -5% | -21%
Cc1ccnc(SCC(=O)Nc2sc3c(c2C#N)CCC(C(C)(C)C)C3)n1 (stereo not drawn) | -3% | 11% | 0 | -1% | 2% | 2% | 1%[0.457 µM] | 4% | -18%
COc1ccc2nc3sc(C(=O)Nc4cc(Cl)c(OC)cc4OC)cc3cc2c1 | -2% | 13% | -5 | 0% | ? | -48% | -3% | 7.1µM* | -27%
COc1ccc(CN(C)C(=O)c2ccccc2Sc2ccccc2C#N)c(OC)c1 | -1% | 12% | 0 | 1% | -1% | -27% | -9% | 1% | -19%
COc1cc(Oc2nc(C(F)(F)F)nc3ccccc23)ccc1C=O | -4% | 9% | 0 | -3% | -17% | -14% | -6% | 8% | -11%
O=C(Nc1ccc(F)cc1)c1cccc(C(=O)Nc2ccc(F)cc2)c1 | -3% | 20% | -2 | -1% | 0% | 12% | 2% | 1% | -21%
CCOC(=O)c1c(-c2ccc(OC)cc2)oc2ccc(OCc3ccccc3C)cc12 | -3% | 60%[activator] | -7 | 0% | -1% | -7% | 345%[activator] | 4% | -26%
COCc1cc(CN2CCN(CCCc3ccccc3)C(CCO)C2)ccc1OC (stereo not drawn) | -3% | 15% | 0 | 6% | 0% | -11% | 5% | -1% | -13%
COCCN(C(=O)CNC(=O)c1cccs1)C(C(=O)NC(C)(C)C)c1ccccc1 (stereo not drawn) | 5% | 17% | -1 | 1% | 1% | 7%[11.4 µM] | 2% | 1% | -8%
CC(C)N(C)C1CCN(S(=O)(=O)c2ccc3[nH]c(=O)ccc3c2)CC1 | -2% | 15%[57.1 µM] | -4 | 1% | 4% | -11% | 4%[57.1 µM] | 4% | -26%
CC(C)(C)N1C(=O)c2ccc(C(=O)Nc3cc(C(=O)O)cc(C(=O)O)c3)cc2C1=O | -3% | 11% | -3 | -4% | 4% | -1% | 2% | 2% | -14%
CC1CCN(S(=O)(=O)c2ccc3c(c2)c(=O)c(C(=O)N2CCN(c4cccc(Cl)c4)CC2)cn3C)CC1 | 1% | 19% | -2 | -11% | 3% | 13% | 0% | 1% | -12%
Further compounds.
SMILES | GRP78 ERSR act | rTrxR1 inhibitor | LDHA block | mIDH1 inhibitor | Vif-A3G inh | RGS4 inhibitor | TrxR1 substrate | Vif-A3F inh | USP1 inh
Cc1cccc(N2C(=O)SC(SC(=Nc3ccccc3)Nc3ccccc3)C2=O)c1 (stereo not drawn) | 2% | -3% | 7 | 0% | 0% | -9% | -6% | -16% | 1%
CCOC(=O)C1CCC/C1=N\NC(=O)CN(c1cc(OC)ccc1OC)S(=O)(=O)c1ccccc1 (stereo not drawn) | -8% | 19%[57.1 µM] | -2 | 1% | -7% | -31% | 7%[57.1 µM] | 16% | -16%
COc1cc(/C=C2\N=C(c3ccccc3)OC2=O)ccc1OC(C)=O | -2% | -1% | -3 | -7% | 3% | 11% | -4% | 2% | -7%
Cc1ccc(S(=O)(=O)N2CCN(C(=O)N(C)C)CC2)cc1C | -4% | 16% | -1 | 2% | 0% | -10% | 1% | . | -22%
Cc1ccc(CN2CCN(CC(=O)N/N=C/c3ccccc3F)CC2)cc1 | -1% | 5% | -10 | 5% | 2% | 25% | -10% | 1% | 0%
O=C(CSc1oc(-c2cccs2)nc1S(=O)(=O)c1ccccc1)NC1CCCCC1 | -3% | 35% | -12 | 8% | -10% | -28% | 22% | -12% | -9%
Brc1ccc(-c2nnc(-c3ccc4c(c3)OCO4)o2)o1 | 7% | 16% | -4 | -4% | 0% | ? | 8% | 3% | -17%
Cn1c(SCC(=O)Nc2sccc2C#N)nnc1C1CC1 | 0% | -6% | -3 | 2% | 0% | -21% | -4% | -7% | -4%
CC1([N+](=O)[O-])COC2(CCCCC2)OC1 | -7% | 28%[57.1 µM] | -12 | 3% | 0% | 6% | 12% | 0% | -4%
COc1cc(OC)c(NC(=O)c2cc3ccccc3cc2O)cc1Cl | 7% | -22% | -5 | 19% | -2% | 2% | -7% | 1% | -2%
CCOC(=O)c1ccc(N=Cc2cnc(N)nc2N)cc1 | -2% | 7%[11.4 µM] | 0 | 4% | -1% | ? | -1%[57.1 µM] | 23% | -17%
O=[N+]([O-])c1ccc2c(c1)CNc1ccccc1O2 | 0% | 20% | -6 | -4% | -1% | 7% | -2% | 18% | -1%
CN(C(=O)CSc1nc2ccccc2[nH]1)c1ccc(F)cc1 | 1% | 13% | -6 | -3% | -2% | -4% | 5% | 1% | -18%
Cc1c(C(=O)N2CCC(C(N)=O)CC2)sc(N)c1C#N | -5% | 24% | -1 | 0% | 2% | -29% | 3% | 1% | -13%
CC1CCCCC1NC(=O)c1cn(C)c2ccc(S(=O)(=O)N3CCOCC3)cc2c1=O (stereo not drawn) | 2% | 11% | -2 | -2% | -7% | 1% | 3% | 2% | -17%

Filtered by structure: the compounds so far with an aryl thioether with sulfur outside any ring
SMILES | GRP78 ERSR act | rTrxR1 inhibitor | LDHA block | mIDH1 inhibitor | Vif-A3G inh | RGS4 inhibitor | TrxR1 substrate | Vif-A3F inh | USP1 inh
CC(C)CN(C(=O)CSc1nncn1-c1ccccc1)c1c(N)n(CC(C)C)c(=O)[nH]c1=O | -3% | 1%[57.1 µM] | -2 | -2% | 0% | 9% | 6%[57.1 µM] | -14% | 1%
Cc1cc(OCc2nnc(SCC(=O)O)n2-c2ccccc2)ccc1Cl | 0% | -10% | -9 | -10% | 1% | -15% | -4% | 8% | -19%
Cc1ccnc(SCC(=O)Nc2sc3c(c2C#N)CCC(C(C)(C)C)C3)n1 (stereo not drawn) | -3% | 11% | 0 | -1% | 2% | 2% | 1%[0.457 µM] | 4% | -18%
COc1ccc(CN(C)C(=O)c2ccccc2Sc2ccccc2C#N)c(OC)c1 | -1% | 12% | 0 | 1% | -1% | -27% | -9% | 1% | -19%
O=C(CSc1oc(-c2cccs2)nc1S(=O)(=O)c1ccccc1)NC1CCCCC1 | -3% | 35% | -12 | 8% | -10% | -28% | 22% | -12% | -9%
Cn1c(SCC(=O)Nc2sccc2C#N)nnc1C1CC1 | 0% | -6% | -3 | 2% | 0% | -21% | -4% | -7% | -4%
CN(C(=O)CSc1nc2ccccc2[nH]1)c1ccc(F)cc1 | 1% | 13% | -6 | -3% | -2% | -4% | 5% | 1% | -18%

Assay outcomes: PubChem, National Center for Advancing Translational Sciences (NCATS)
